Screening results from PubChem BioAssay.
POLI inh – qHTS for Inhibitors of Polymerase Iota; DNA polymerase iota (Homo sapiens), Q9UNA4; Pol iota fluorescent replication assay, 10 min; Potency, µM (titrated, usually from 115 µM), for inactives: at the highest dose activity, negative = inhibition, hits mostly inhibitors; hit rate 1% among 390,000; AID 588590, 2011
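Fluorescent replication assay read twice, at 0 min and 10 min after adding 50 nM (final) substrate. Enzyme (10 nM) and compounds were first incubated 15 min at room temperature; enzyme-free buffer wells were negative controls.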
BLM helicase inh – qHTS Assay for Inhibitors of Bloom's syndrome helicase (BLM); RecQ-like DNA helicase BLM (Homo sapiens), P54132; recombinant BLM DNA unwinding, fluorescence dequenching; Potency, µM (series often up to 56.1 µM), for the others: at the highest dose activity change, negative = inhibition, most hits filed as inhibitors; hit rate 0.2% among 350,000; AID 2528, 2010;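 note: plate controls were vehicle for no effect and no enzyme for full effect; nearly all actives have a fitted effect of over 35% in size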
Target sequence (P54132 whole entry, looked up): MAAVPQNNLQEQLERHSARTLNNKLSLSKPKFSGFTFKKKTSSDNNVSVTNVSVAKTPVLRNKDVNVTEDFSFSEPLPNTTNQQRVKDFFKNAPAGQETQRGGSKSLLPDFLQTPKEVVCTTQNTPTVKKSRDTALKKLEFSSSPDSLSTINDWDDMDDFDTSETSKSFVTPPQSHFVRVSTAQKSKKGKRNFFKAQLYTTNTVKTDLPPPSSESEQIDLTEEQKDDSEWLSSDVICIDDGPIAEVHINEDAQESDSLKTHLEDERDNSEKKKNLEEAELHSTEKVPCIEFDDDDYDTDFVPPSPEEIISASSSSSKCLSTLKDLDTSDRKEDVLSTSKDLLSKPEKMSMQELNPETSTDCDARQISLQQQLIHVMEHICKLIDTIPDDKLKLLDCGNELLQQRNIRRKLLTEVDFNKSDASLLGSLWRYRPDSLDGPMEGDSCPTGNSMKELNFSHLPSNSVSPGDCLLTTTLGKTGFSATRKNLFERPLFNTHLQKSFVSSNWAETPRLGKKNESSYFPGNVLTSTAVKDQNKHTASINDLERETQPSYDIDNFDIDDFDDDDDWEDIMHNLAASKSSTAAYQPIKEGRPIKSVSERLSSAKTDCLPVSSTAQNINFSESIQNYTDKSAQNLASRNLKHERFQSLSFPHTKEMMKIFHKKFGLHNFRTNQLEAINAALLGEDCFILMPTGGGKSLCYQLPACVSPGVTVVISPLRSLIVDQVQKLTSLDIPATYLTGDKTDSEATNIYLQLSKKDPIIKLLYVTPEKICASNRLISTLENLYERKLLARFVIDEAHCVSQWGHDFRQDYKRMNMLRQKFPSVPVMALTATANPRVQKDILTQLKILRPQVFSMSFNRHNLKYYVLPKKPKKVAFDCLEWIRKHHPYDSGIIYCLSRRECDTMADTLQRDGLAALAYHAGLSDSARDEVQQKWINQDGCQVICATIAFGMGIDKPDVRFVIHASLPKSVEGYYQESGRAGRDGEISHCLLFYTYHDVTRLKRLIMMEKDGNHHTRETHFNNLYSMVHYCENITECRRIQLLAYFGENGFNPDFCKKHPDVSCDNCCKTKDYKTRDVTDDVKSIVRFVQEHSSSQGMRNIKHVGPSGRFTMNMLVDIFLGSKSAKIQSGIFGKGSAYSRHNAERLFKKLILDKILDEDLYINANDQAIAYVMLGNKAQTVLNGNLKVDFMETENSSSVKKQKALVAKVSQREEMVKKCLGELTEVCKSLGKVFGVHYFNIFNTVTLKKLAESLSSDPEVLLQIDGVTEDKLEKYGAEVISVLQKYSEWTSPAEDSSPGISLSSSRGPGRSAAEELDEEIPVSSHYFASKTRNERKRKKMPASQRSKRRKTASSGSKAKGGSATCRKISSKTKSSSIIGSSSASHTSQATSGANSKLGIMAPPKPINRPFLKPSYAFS
Apoferritin bind – qHTS Assay for Identification of Novel General Anesthetics | hit rate 0.074% among 350,000 | Potency, µM (titrated, usually from 77.5 µM), inactives show top-dose activity change, negative = displacement, usual class: inhibitors | Ferritin light chain (Equus caballus), P02791 | apoferritin/1-aminoanthracene competitive binding, fluorescence | AID 485281, 2010; note: % is set by controls: 0 for no effect and ±100 for the full control effect; nearly all actives have a fitted effect of over 20% in size
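Read-out: endpoint 1-AMA fluorescence, excitation 380 nm and emission 535 nm, after compounds sit 10 min at room temperature with 10 uM horse-spleen apoferritin in 50% saturated 1-AMA/PBS. Values come from four-parameter Hill fits.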
POLB inh – qHTS Assay for Inhibitors of DNA Polymerase Beta. P06746. Pol beta primer extension/strand displacement, fluorescence kinetic. Potency, µM (highest dose often 114 µM), for inactives: top-dose activity change, negative = inhibition, most hits filed as inhibitors. hit rate 1.3% among 340,000. AID 485314, 2010; note: % is set by controls: 0 for no effect and ±100 for the full control effect
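Values derive from four-parameter Hill fits of normalized kinetic data: reads at 0 and 10 min following addition of 50 nM substrate to 10 nM Pol beta preincubated 15 min with compound.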
POLK inh – qHTS for Inhibitors of Polymerase Kappa | hit rate 0.53% among 400,000 | purified Pol kappa, fluorescent DNA synthesis assay, 10 min | DNA polymerase kappa (Homo sapiens), Q9UBT6 | Potency, µM (top dose mostly 107 µM), inactives show at the highest dose activity, negative = inhibition, usual class: inhibitors; note: % is set by controls: 0 for no effect and ±100 for the full control effect
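Inhibition of 10 nM Pol kappa is measured by a fluorescent read-out at 0 and 10 min following addition of 50 nM substrate (final), with a 15-min room-temperature compound preincubation.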
POLH inh – qHTS for Inhibitors of Polymerase Eta. Potency, µM (series often up to 114 µM), for the others: top-dose activity change, negative = inhibition, actives largely listed as inhibitors. DNA polymerase eta (Homo sapiens), Q9Y253. recombinant Pol eta, fluorescent DNA replication assay. hit rate 1.2% among 390,000; note: % is set by controls: 0 for no effect and ±100 for the full control effect
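Fluorescent replication assay: 50 nM final substrate added after a 15 min room-temperature compound preincubation with 10 nM enzyme. Signal taken at 0 min and again at 10 min.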
G9a inh – qHTS Assay for Inhibitors of Histone Lysine Methyltransferase G9a. Histone-lysine N-methyltransferase EHMT2 (Homo sapiens), Q96KQ7. G9a H3K9 monomethylation, AlphaScreen, 2 h. Potency, µM (highest dose often 102 µM), for inactives: top-dose activity, negative = inhibition, most hits filed as inhibitors. hit rate 8.8% among 350,000. AID 504332, 2011; note: % is set by controls: 0 for no effect and ±100 for the full control effect; nearly all actives have a fitted effect of over 75% in size
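G9a (20 nM) was preincubated 15 min with compound, then reacted 2 h at room temperature with 500 nM biotin-H3K9 peptide and 20 µM SAM. Monomethyl-H3K9 detected by AlphaScreen using anti-H3K9me1 antibody.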
BAZ2B block – qHTS Assay for Inhibitors of BAZ2B; Bromodomain adjacent to zinc finger domain protein 2B (Homo sapiens), Q9UIF8; hit rate 4.4% among 360,000; Potency, µM (highest dose often 114 µM), without a hit: top-dose activity change, negative = inhibition, hits mostly inhibitors; AlphaScreen BAZ2B-H3K14Ac peptide displacement; note: % is set by controls: 0 for no effect and ±100 for the full control effect; nearly all actives have a fitted effect of over 60% in size
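BAZ2B 50 nM plus b-H3(5-23)K14Ac 50 nM, PBS pH 7.4/0.01% Tween-20, 30 min RT; compound added (max 110 uM), 30 min RT; streptavidin donor/Ni-chelate acceptor beads 10 ug/mL final, 20 min dark; AlphaScreen read.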
APEX1 inh – qHTS Assay for Inhibitors of the Human Apurinic/apyrimidinic Endonuclease 1 (APE1). hit rate 0.35% among 350,000. DNA repair nuclease/redox regulator APEX1 (Homo sapiens), P27695. Potency, µM (doses to about 65.8 µM), for inactives: top-dose activity change, negative = inhibition, actives largely listed as inhibitors. recombinant APE1, TAMRA/BHQ-2 abasic DNA cleavage fluorescence;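 note: plate controls were vehicle for no effect and reference inhibitor for full effect; nearly all actives have a fitted effect of over 55% in size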
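Measures dequenching upon AP-site incision of a 5'-TAMRA/3'-BHQ-2 THF-containing duplex, 50 nM; human APE1 0.75 nM after 15 min room-temperature exposure to compound; kinetic three-point read at one-minute spacing.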
The depositor's hits bear a star; ? = inconclusive; nt = not tested or not shown; [ ] = dose if it differs, or a comment. Calls come from the whole dose curve; as a rule, active = well fitted curve in the direction sought with a large enough effect; inconclusive = small, poorly fitted or top-dose-only effect, or another doubt; inactive = no such curve, though single readings can be large; an effect the other way counts as inactive or inconclusive. Potency is the fitted concentration of half-maximal effect. Some of the compounds tested (hit frequency here may not be typical).

SMILES	POLI inh	BLM helicase inh	Apoferritin bind	POLB inh	POLK inh	POLH inh	G9a inh	BAZ2B block	APEX1 inh
Cn1c(=O)cc(OCC(=O)NCCCN2CCN(c3ccccc3F)CC2)c2ccccc21	4%	-2%	-16%	1%	-7%	-23%	8%	-2%	-1%
NS(=O)(=O)c1ccc(S(=O)(=O)N(CCc2ccccc2)Cc2ccccn2)cc1	-16%	-2%	-11%	-1%	-18%	-19%	17%	0%	4%
Cc1cc(C(=O)NC(C)C2CC2)c(Cl)cc1Cl (centres undefined)	-5%	-1%	-17%	-20%	-11%	4%	5%[0.501 µM]	3%	10%
CCc1nnc(NC(=O)c2ccc(-c3ccccc3F)o2)s1	14%	-9%	-3%	3%	-8%	-3%	-40%	-12%	-7%
N/C(=N\OC(=O)c1ccc2ccccc2c1)c1ccncc1	-25%	-1%	-14%	-1%	12%	-5%	2%	1%	1%
COc1ccc(C(=O)COC(=O)C2CCCN2C(=O)C23CC4CC(CC(C4)C2)C3)cc1 (centres undefined)	7%	-2%	-9%	14%	1%[60.1 µM]	-2%	9%[59 µM]	13%	18%
COc1ccccc1OCCCOc1c(C)cc(C)cc1Br	16%	-2%	-4%	-5%	-5%	-23%	103%[activator][59 µM]	151%[activator]	-2%
Cc1ccc(OCC(=O)O)c(-n2nc3ccccc3n2)c1	-5%	2%	-5%	6%	-4%	-6%	20%	-3%	-2%
Cc1c(-c2ccccc2)nc(N)c(C#N)c1-c1ccco1	10%	?	-4%	-2%	3%	-2%	?	2%	8%
CCOc1ccc(NC(=S)N2CCC(NC(=O)c3ccco3)CC2)cc1	-18%	-3%	2%	0%	-3%	-11%	10%	0%	9%
CC12CCC(=O)N1C(C(=O)NNC(=O)c1ccccc1)CS2 (centres undefined)	33%[activator]	nt	nt	nt	4%	-10%	-3%	15%	-3%
Cc1ccc(S(=O)(=O)Nc2ccc(Cl)cn2)cc1C	49%[activator]	0%	0%	21%	-6%	-7%	8%	-25%	40%
Clc1ccccc1Cn1nnc2ccccc21	-8%	-3%	?	98%	-11%[60.1 µM]	-5%	?	13%	17%
Cc1ccc(-c2nnc3c4ccccc4c(C)nn23)cc1S(=O)(=O)N1CCN(CCO)CC1	3%	38%[activator]	-8%	-4%	-17%	16%	?	6%	0%
Cc1onc(-c2ccccc2)c1C(=O)NCCCc1ccccc1	28%	nt	nt	nt	-10%	-11%	2%[12.7 µM]	21%	2%
C[N+]1(CC(=O)NNc2c3ccccc3nc3ccccc23)CCOCC1	nt	132%[activator]	-12%	25µM*	nt	nt	50µM*	?	?
CNC(=O)c1ccc(NC(=O)/C=C/c2cccc(F)c2)cc1	-2%	-2%	-11%	-6%	-14%	7%	2%	-17%	-3%
CN(C)/C(=N\O)c1c(Cl)cccc1Cl	39%[activator]	1%	-3%	1%	-2%	-2%	23%	0%	6%
O=C(CSc1ncnc2nc[nH]c12)N1CCN(c2ccccc2)CC1	22%	-2%	-20%	23%	-13%	-12%	-19%	-3%	5%
CCC1OC(c2ccc([N+](=O)[O-])cc2)=Nc2ccccc21 (centres undefined)	-18%	-9%	2%	20%	-7%	0%	45µM*	?	18%
CCCOn1c(OCC(C)C)nc2ccccc2c1=O	2%	-9%	-23%	29%	3%	-15%	30%[59 µM]	58%[activator]	18%
COc1ccccc1C(=O)Nc1cccc(NC(=O)c2ccccc2C)c1	?	-8%	-11%	?	-18%	-9%	36%[59 µM]	-7%	40%
CCCCN(Cc1cc2ccccc2[nH]c1=O)C(=O)c1cccc(Cl)c1	10%	0%	-15%	30%	9%	-25%	-4%[59 µM]	-7%	nt
CC1CCCCN1CCNC(=O)c1ccc2c(=O)n(CCc3ccccc3)c(=O)[nH]c2c1 (centres undefined)	5%	-1%	-17%	-2%	-7%	8%	?	-2%	?
Oc1ccc2ccccc2c1CNc1ccccn1	25%	-6%	4%	4%	-12%	-11%	8.9µM*	-13%	24%
Cc1ccc2cc(CCNS(=O)(=O)c3ccc(Cl)cc3)c(=O)[nH]c2c1C	34%[activator]	3%	-5%	30%	-9%	-5%	3%	-1%	12%
COc1ccc(-c2nc(CN3CCC(C(=O)NCc4ccc(F)cc4)CC3)c(C)o2)cc1OC	-23%	3%	-8%	12%	-6%	-9%	-6%[59 µM]	-10%	nt
Clc1ccccc1Nc1nc(-c2cccnc2)cs1	44%[activator]	-4%	-23%	1%	-18%	?	-12%[12.7 µM]	56µM*	3%
CCOC(=O)c1ccc(-n2c(=S)sc3c(=O)[nH]c(C)nc32)cc1	-5%	-1%	3%	-2%	0%	-13%	1.8µM*	-4%	-5%
N#CCSc1nc2ccccc2c(=O)n1CC1CCCC1	27%	-8%	-12%	0%	-11%	11%	13%	10%	-4%

Ordered by formula weight (largest number first): some entries from above
SMILES	POLI inh	BLM helicase inh	Apoferritin bind	POLB inh	POLK inh	POLH inh	G9a inh	BAZ2B block	APEX1 inh
CCCCN(Cc1cc2ccccc2[nH]c1=O)C(=O)c1cccc(Cl)c1	10%	0%	-15%	30%	9%	-25%	-4%[59 µM]	-7%	nt
Clc1ccccc1Nc1nc(-c2cccnc2)cs1	44%[activator]	-4%	-23%	1%	-18%	?	-12%[12.7 µM]	56µM*	3%
Oc1ccc2ccccc2c1CNc1ccccn1	25%	-6%	4%	4%	-12%	-11%	8.9µM*	-13%	24%

Further results:
SMILES	POLI inh	BLM helicase inh	Apoferritin bind	POLB inh	POLK inh	POLH inh	G9a inh	BAZ2B block	APEX1 inh
CCCN1CCN(CC(=O)Nc2nc3ccccc3s2)CC1	74%[activator]	3%	-3%	24%	-16%	-13%	nt	-6%	3%
Cc1ccc(N(CC(=O)NC2CCCCC2)C(=O)Cn2nnc(-c3ccc(C)o3)n2)cc1	161%[activator]	-7%	-21%	42%	-5%	-21%	-34%	-17%	-7%
COc1ccc(-c2oc3ccccc3c(=O)c2OC(C)=O)cc1	142%[activator]	4%	3%	45%	-10%	11%	3%	0%	4%
CCC(=O)N(CCc1ccccc1)Cc1cc2cc3c(cc2[nH]c1=O)OCO3	9%	2%	-11%	-3%	5%	-25%	24%[59 µM]	8%	6%
O=C(NCc1ccco1)c1ccc(Cn2c(=O)c3sccc3n(Cc3cccc(F)c3)c2=O)cc1	-23%	0%	2%	17%	-14%	-11%	9%	28%	-4%
CC(C)(C)OC(=O)NCCCCCNC(=O)c1[nH]cnc1C(=O)N[C@@H](Cc1ccccc1)C(=O)OC(C)(C)C	-3%	nt	nt	nt	-3%	-12%	nt	nt	-14%
COc1ccc(C2CC(=O)c3cnc(N)nc3C2)c(OC)c1 (centres undefined)	17%	1%	-8%	7%	8%	0%	11%[59 µM]	2%	2%
Cc1ccc[n+](CC(=O)Nc2c(Cl)cc(Cl)cc2Cl)c1	141%[activator]	-1%	-19%	21%	-2%	-3%	0%	-5%	?
C=C(C)Cc1c(C)c(C#N)c2nc3ccccc3n2c1N1CCCCC1	21%	-4%	-18%	5%	-6%	-18%	55%[activator][59 µM]	35%[activator]	8%
Cc1oc(-c2cc(F)cc(F)c2)nc1CN1CCN(C(=O)c2ccco2)CC1	21%	-1%	-7%	39%[activator]	-4%	-4%	nt	-18%	-13%
CC(C)NC(=O)c1ccccc1NC(=O)Cc1ccc(Br)cc1	22%	-5%	-8%	-1%	1%	-17%	-1%	-6%	-1%
O=c1c2ccccc2nc2n1C(CSc1ccc(F)cc1)CS2 (centres undefined)	56%[activator]	3%	-6%	-13%	-3%	-19%	-9%	-9%	-8%
CCOC(=O)N1CCN(S(=O)(=O)c2ccc(F)c(C(=O)Nc3cc(C)cc(C)c3)c2)CC1	11%	-2%	-7%	?	-10%	-12%	-9%[59 µM]	11%	5%
O=C1CSC(=S)N1c1cccc(O)c1	?	-11%	-8%	48%	-1%	-15%	-4%	-4%	-6%
O=C(CCNC(=O)c1ccco1)Nc1ccc(Cl)cc1	61%[activator]	0%	-6%	1%	-7%	-10%	12%[0.0925 µM]	0%	1%
O=C(COC(=O)c1n[nH]c2ccccc12)NC(=O)NC1CCCCC1	6%	-1%	?	18%	-4%	-1%	?	18%	0%
Clc1cc(Cl)cc(Nc2ncn[nH]2)c1	0%	3%	5%	4%	-4%	-7%	-38%[12.7 µM]	11%	-2%
O=C1CC(N2CCC(c3nc4ccccc4o3)CC2)C(=O)N1c1ccc(Cl)c(C(F)(F)F)c1 (centres undefined)	-7%	-12%	?	-12%	-2%	2%	?	-14%	-2%
C/C(=N\N1CCN(c2ccccc2)CC1)c1ccccc1O	26%	-2%	-5%	-1%	1%	1%	5%	-21%	13%
CC(=O)Nc1ccc(OCCOc2ccc(/C=C3\C(=N)N4N=C(C(C)C)SC4=NC3=O)cc2)cc1	-11%	-11%	-10%	-30%	5%	?	13%	-15%	22%
COc1ccc(OCC(=O)Nc2nccs2)cc1	171%[activator]	-2%	-3%	0%	7%	-19%	?	-26%	4%
